Mtb RmlCD inh – M. tuberculosis RmlC/RmlD coupled enzyme inhibitors, primary screen, biochemical, compound mixtures, 384-well, from 1536-well plates. dTDP-4-dehydrorhamnose reductase (Mycobacterium tuberculosis (strain ATCC 25618 / H37Rv)) …. RmlC+RmlD coupled enzyme assay, percent inhibition; primary screen in compound mixtures. inhibition, % at 3.6 µM. 0.03% of 160,000 active. AID 1533, 2009; in the data active = inhibition mostly above about 34%, no sharp cut-off; also: some results filed as inactive read as strong as hits
Target sequence (P9WH09 whole entry, looked up): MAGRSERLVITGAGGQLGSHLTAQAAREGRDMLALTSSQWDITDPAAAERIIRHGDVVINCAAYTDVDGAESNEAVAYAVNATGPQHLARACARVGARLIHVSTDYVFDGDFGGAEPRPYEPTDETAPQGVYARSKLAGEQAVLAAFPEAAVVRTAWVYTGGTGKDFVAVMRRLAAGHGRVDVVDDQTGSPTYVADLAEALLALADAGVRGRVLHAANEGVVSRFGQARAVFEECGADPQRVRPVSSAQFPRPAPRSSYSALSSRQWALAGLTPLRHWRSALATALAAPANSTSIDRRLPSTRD
Target sequence (P9WH11 whole entry, looked up): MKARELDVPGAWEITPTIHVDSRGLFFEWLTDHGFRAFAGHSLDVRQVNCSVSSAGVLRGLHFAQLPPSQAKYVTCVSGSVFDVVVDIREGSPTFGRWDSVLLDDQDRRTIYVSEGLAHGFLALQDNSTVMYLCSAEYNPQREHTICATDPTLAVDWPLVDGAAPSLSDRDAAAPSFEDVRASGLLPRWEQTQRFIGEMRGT
M. tuberculosis GlmU – inhibition of mycobacterial GlmU enzyme – biochemical, glucosamine-1-phosphate acetyltransferase (AID 1376); Bifunctional protein GlmU (Mycobacterium tuberculosis (strain ATCC 25618 / H37Rv)); M. tuberculosis GlmU acetyltransferase enzyme assay; higher % means a stronger effect; 0.25% of 220,000 active; inhibition, %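 (tested at 30 µM in the primary screen)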; hits with a dose series show IC50 in µM; in the data active = inhibition above about 13%;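 also: 0% = complete reaction with vehicle and 100% = reaction without substrate; strong numbers were not always called active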
* hit, by the source's call; x = not tested or not shown. The list is partial; the hit share may differ from the screen's.

SMILES	Mtb RmlCD inh	M. tuberculosis GlmU
COc1ccc(NC(=S)NC23CN4CN(CN(C4)C2)C3)c(OC)c1	5	2.9%
CC1CCCC(C)N1C(=O)COc1ccc([N+](=O)[O-])cc1Cl (centres undefined)	x	-3.2%
O=C(Cc1cscn1)c1ccc(O)cc1O	46	3.4%
CCC(C(=O)NC1CCCCC1)n1c(SCc2cccc(C)c2)nc2ccncc21 (centres undefined)	x	-2.4%
O=C(COC(=O)CC12CC3CC(CC(Br)(C3)C1)C2)NC(=O)NCc1ccco1	x	5.1%
CC1(C)Cc2c(sc(NC(=O)c3ccccc3Cl)c2C(=O)O)CO1	-3	6.9%
COc1cccc(NC(C)C(=O)Nc2cc([N+](=O)[O-])ccc2Cl)c1 (centres undefined)	10	-0.8%
Cc1ccc(-c2cc(C(=O)NCCCn3ccnc3)no2)cc1	8	-4.4%
CN(CCC1CCOCC1)C(=O)CC1C(=O)NCCN1Cc1ccoc1 (centres undefined)	x	2.2%
O=C(NC1CCCCC1)C1CN(S(=O)(=O)c2ccccc2)CCN1S(=O)(=O)c1ccccc1 (centres undefined)	9	-9.9%
c1ccc(C2(Cn3ccc4ccccc43)OCCO2)cc1	-1	2.5%
Cc1ccc(NC(=O)Cn2ccsc2=N)cc1S(=O)(=O)N(C)C	12	-6.5%
COC(=O)CSc1nc(C)c(C(C)=O)cc1C#N	x	-1.3%
Clc1ccc(OCCN2CCN(c3ncnc4sccc34)CC2)cc1	7	8.7%
COc1ccccc1CCNS(=O)(=O)c1cn(C)c(=O)n(C)c1=O	9	0.9%

By substructure: the compounds so far containing a furan ring, fused or not.
SMILES	Mtb RmlCD inh	M. tuberculosis GlmU
O=C(COC(=O)CC12CC3CC(CC(Br)(C3)C1)C2)NC(=O)NCc1ccco1	x	5.1%
CN(CCC1CCOCC1)C(=O)CC1C(=O)NCCN1Cc1ccoc1 (centres undefined)	x	2.2%

Entries shown so far that have an aryl methoxy group (3):
SMILES	Mtb RmlCD inh	M. tuberculosis GlmU
COc1ccc(NC(=S)NC23CN4CN(CN(C4)C2)C3)c(OC)c1	5	2.9%
COc1cccc(NC(C)C(=O)Nc2cc([N+](=O)[O-])ccc2Cl)c1 (centres undefined)	10	-0.8%
COc1ccccc1CCNS(=O)(=O)c1cn(C)c(=O)n(C)c1=O	9	0.9%

The list goes on.
SMILES	Mtb RmlCD inh	M. tuberculosis GlmU
Cn1cnc2cc(NC(=O)c3ccco3)ccc21	6	-3.3%
Cc1sc2nc(COC(=O)CNC(=O)c3ccc(C(C)(C)C)cc3)[nH]c(=O)c2c1C	x	0.2%
COc1ccc(/C=N/NC(=O)CCNc2n[nH]c(=O)[nH]c2=O)c(OC)c1	3	-3.3%
COc1ccc(OCC(=O)Nc2ccc3oc(-c4ccncc4)nc3c2)cc1	6	8.1%
CCO/C=C1\N=C(c2ccc(F)cc2)OC1=O	9	0.3%
O=C(O)C1CC(O)CN1C(=O)c1ccco1 (centres undefined)	x	-2.5%
Cn1c(=O)nc2n(Cc3ccccc3)c3cccc(Cl)c3cc-2c1=O	4	9.0%
Cc1cccc(N2CCN(C(=S)Nc3ccc4nc5n(c(=O)c4c3)CCCCC5)CC2)c1C	x	1.3%
CCOC(=O)c1nc(NCc2cccnc2)c2ccccc2n1	x	7.1%
C=CCn1c(CCNC(=O)c2cccs2)nnc1SCC(=O)Nc1cccc(C(C)=O)c1	9	-4.6%
COc1ccc(C(=O)Nc2ccc(OC)c(OC)c2)cc1	x	7.3%
C/C(Cl)=C\Cn1c(N2CCCCCC2)nc2c1c(=O)n(C)c(=O)n2C	x	-3.1%
CN(CC(=O)Nc1sccc1C#N)Cc1ccccc1	4	4.4%
CCOc1cc(-c2c(C)c(CC)nc(N)c2C#N)ccc1O	-3	1.6%
Cn1c(Cl)c(/C=N/OC(=O)c2ccc(Cl)cc2)c2ccccc21	8	-2.6%

Further entries follow.
SMILES	Mtb RmlCD inh	M. tuberculosis GlmU
Cc1ccc(C(=O)C2=C(O)C(=O)N(CCCN3CCOCC3)C23C(=O)N(C)c2ccccc23)o1 (centres undefined)	x	-7.0%
N#Cc1c(-c2ccccc2Cl)cc(C2CC2)nc1N	6	1.1%
O=C(NN=C1C2CC3CC1CC(Cl)(C3)C2)c1cccs1	-10	1.7%
CC(=O)Nc1ccccc1NS(=O)(=O)c1ccccc1[N+](=O)[O-]	-2	2.2%
CCN(CC)c1ccc(N/C(N)=N/c2nc(C(F)(F)F)cc(=O)[nH]2)cc1	-2	1.3%
COCOc1ccc(C=O)c(O)c1	x	-2.2%
Nc1nc(NCc2ccccc2)nc(NCCO)c1[N+](=O)[O-]	-3	-0.1%
COc1cc(NC(=O)C2CC(=O)NC3=C2C(=O)CCC3)c(OC)cc1Cl (centres undefined)	7	-3.9%
O=C(COC(=O)/C=C/c1ccccc1[N+](=O)[O-])Nc1ccc(OC(F)F)cc1	8	5.7%
CCOC(=O)/C=C/C(=O)NNC(=O)c1ccccc1Cl	-2	1.9%
Cc1ccc(C)c(OCC(=O)NCCN(C)C)c1	x	-0.4%
Cn1c(N)c(C(=O)COC(=O)c2cncc(Br)c2)c(=O)n(C)c1=O	2	1.5%
COCCCN(C(=S)Nc1c(C)cc(C)cc1C)C(C)c1ccccn1 (centres undefined)	x	6.3%
Cc1ccc(S(=O)(=O)N2CCN(CC(=O)N/N=C/c3ccco3)CC2)cc1	x	-0.6%
CC1C(c2ccccc2)=[N+]([O-])C2(CCCCC2)N1O (centres undefined)	x	-5.5%

More results
smiles | Mtb RmlCD inh | M. tuberculosis GlmU
CC(C)(O)CCCC(C)(O)c1ccc(C(=O)O)cc1O (centres undefined) | x | -0.7%
O=C(CN(CCc1ccccc1)S(=O)(=O)c1ccc(Cl)cc1)N/N=C/c1ccccc1C(=O)O | 0 | -3.5%
COc1cc(CCC(=O)Nc2cc(C)cc(C)c2)cc(OC)c1OC | -10 | 0.1%
NS(=O)(=O)c1ccc(NC(=O)Cn2ncc3c2-c2ccccc2OC3)cc1 | x | 3.0%
COc1ccc2oc(C(=O)OCC(=O)c3ccc4c(c3)OCCO4)c(C)c2c1 | x | 1.5%
Cc1cccnc1NC(=O)C12CCC(C)(C(=O)O1)C2(C)C (centres undefined) | -2 | 1.9%
Fc1ccccc1CSc1nnc(-c2cccnc2)o1 | 4 | 4.2%
Cc1ccc(NC(=O)Nc2cc(S(C)(=O)=O)ccc2Cl)cc1 | 8 | x
Sc1oc(-c2ccccc2)cc1C=Nc1ccccc1 | 10 | 1.4%
Cc1cccc(N2CCN(C(=O)c3c(C)nn(Cc4ccccc4Cl)c3C)CC2)c1C | 4 | -0.4%
Fc1ccc(C2CC(c3cccs3)=NN2c2ccccc2)cc1 (centres undefined) | 6 | 4.2%
Cc1c(NC(=O)CN2C(=O)NC(CCc3ccccc3)C2=O)c(=O)n(-c2ccccc2)n1C (centres undefined) | 0 | 4.5%
CCC(C)(C)NC(=O)C(OC(=O)c1ccco1)c1ccccc1OC (centres undefined) | x | -12%
CCOC(=O)c1ccc(N2C(=O)CC(N3CCN(C(=O)c4ccccc4)CC3)C2=O)cc1 (centres undefined) | x | 4.4%
Cc1ccc(NC(=O)CCN2C(=O)CSC2=O)cc1 | x | 1.1%
COc1ccc(OC)c(CC(NC(C)=O)C(=O)NC2CCN(c3nnnn3-c3ccccc3)CC2)c1 (centres undefined) | 5 | 1.0%
O=C(CNC(=O)Cn1cnc2sc3c(c2c1=O)CCCC3)NCc1ccccn1 | x | 0.0%
O=C(Nn1cnnc1)c1csc2ccccc12 | x | 1.5%
C=CCn1c(CSCc2ccc(Cl)cc2Cl)nnc1SCC(=O)Nc1ccc(C(=O)O)cc1 | 7 | 3.2%
Cc1ccccc1OCCn1cc(C(=O)O)c2ccccc21 | 22 | -7.0%
COc1ccc(CCNC2=CC(=O)N(c3ccc(F)cc3)C2=O)cc1 | -9 | 2.0%
O=C(O)COc1cccc(NC(=O)c2ccccc2)c1 | x | 2.1%
CCN1C(=O)C(CC(=O)N2CCN(C(c3ccccc3)c3ccccc3)CC2)N(CC)C1=O (centres undefined) | 8 | 1.1%
CCN(Cc1ccccc1)C(c1cc2cc(C)cc(C)c2[nH]c1=O)c1nnnn1CCOC (centres undefined) | 1 | 2.0%
Cc1ccccc1NC(=O)Cn1c(=O)n(CC2CCCO2)c(=O)c2ccccc21 (centres undefined) | 2 | 3.8%

(next part)
smiles | Mtb RmlCD inh | M. tuberculosis GlmU
CC(C)c1nnc(NC(=O)CN2C(=O)c3ccccc3C2=O)s1 | 8 | 1.6%
O=[N+]([O-])c1ccc(N2CCNCC2)cc1N1CCCCC1 | 46 | -6.2%
COc1cc(-c2nnc(COC(=O)C3c4ccccc4Oc4ccccc43)o2)cc(OC)c1OC | -11 | 7.3%
O=[N+]([O-])c1cc(CN2CCN(c3ccccc3)CC2)c(O)c2ncccc12 | 9 | 2.6%
CC(C)c1ccc(NC(=O)CSc2ncccc2C(=O)Oc2cccc([N+](=O)[O-])c2)cc1 | x | -1.1%
COC(=O)C1=NNCC12CC(=O)N(c1ccc(Br)cc1)C2=O (centres undefined) | -12 | 3.3%
C/C(=N/OCO/N=C(\C)c1ccccc1)c1ccccc1 | -9 | -3.8%
N/C(=N\OC(=O)Cc1ccc([N+](=O)[O-])cc1)c1cccc(Br)c1 | 6 | -0.7%
COc1cccc(-n2c(O)c(C=NCc3ccc4c(c3)OCO4)c(=O)[nH]c2=O)c1 | -3 | -1.9%
O=C1CCC(=O)N1CCC(c1ccc(F)cc1)c1ccco1 (centres undefined) | -6 | -4.3%
Cc1nnc(C)n1/N=C/c1cc(Br)ccc1O | 12 | 4.0%
CCCc1nc2ccccc2c(C(=O)OCC(=O)NCc2ccc3c(c2)OCO3)c1CC | -9 | 4.7%
COc1cccc2cc(C(=O)N(C)C)c(=O)oc12 | 8 | 1.3%
Cc1ccc(S(=O)(=O)N=Nc2c(O)[nH]c3ccccc23)cc1C | 2 | -6.8%
CC(C)(C)c1ccc(OCCCC(=O)Nc2ccc(S(N)(=O)=O)cc2)cc1 | 4 | -4.4%
CCOc1cc(C2CC(=O)Nc3cc(C)c(C)cc32)ccc1O (centres undefined) | x | -2.7%
Cc1ccc(CSc2ncnc3onc(C)c23)cc1 | 10 | -1.8%
CCN(CC)c1ccc(C(=O)OCC(=O)Nc2sccc2C#N)cc1 | -4 | 2.1%
O=C(c1cc(NC(=O)C23CC4CC(CC(C4)C2)C3)cc(NC(=O)C23CC4CC(CC(C4)C2)C3)c1)N1CCCCC1 | x | 2.0%
Cn1nc(C(F)(F)F)c(-c2cccc(C(F)(F)F)c2)c1NC(=O)c1cccnc1 | 14 | 1.4%
Cc1ccccc1NC(=O)c1cc(S(=O)(=O)N2CCCCC2)cs1 | 13 | 4.6%
CN1c2ccccc2Oc2ccccc21 | x | -3.3%
O=C(O)/C=C/c1cnc2ccccc2n1 | -15 | 1.6%
O=c1[nH]c(=O)n(-c2ccc(Br)cc2)c(O)c1C=NCCN1CCCCC1 | -1 | 1.4%
CCOC(=O)c1c(-n2c(C)cc(/C=C3\C(=O)NC(=O)N(C)C3=O)c2C)sc2c1CCCC2 | 6 | -4.5%

Full records as entered above.
Cc1ccc(NC(=O)CCN2C(=O)CSC2=O)cc1 is listed with Mtb RmlCD inh: x; M. tuberculosis GlmU: 1.1%
Cc1cccc(N2CCN(C(=S)Nc3ccc4nc5n(c(=O)c4c3)CCCCC5)CC2)c1C is listed with Mtb RmlCD inh: x; M. tuberculosis GlmU: 1.3%

Next compounds:
smiles | Mtb RmlCD inh | M. tuberculosis GlmU
CCOC(=O)C(Sc1ncnc2c1sc1nc(N3CCOCC3)c3c(c12)CCCC3)c1ccccc1 (centres undefined) | -7 | -5.1%
CCC(C)C(NC(N)=O)C(=O)Nc1ccc(S(=O)(=O)Nc2ccc(OC)cc2)cc1 (centres undefined) | 16 | 3.9%
CC(C)n1cc(CN2CCN(CCc3ccccc3)C(CCO)C2)cn1 (centres undefined) | -4 | -2.7%
Cc1ccc2c(c1)CNc1ccccc1O2 | x | -0.2%
O=C(Nc1ccccc1Cc1ccccc1)c1ccccc1NS(=O)(=O)c1ccc(Cl)s1 | 15 | 3.0%
O=C(Nc1ccccc1)C1CCN(C(=O)c2ccccc2)CC1 | x | -0.8%
Cc1onc(-c2ccccc2Cl)c1C(=O)Nc1ccc(-c2nnc3n2CCCCC3)cc1 | 3 | -5.0%
CC(C)(C)NC(=O)CSc1nc(O)cc(=O)n1-c1ccccc1 | x | 4.3%
O=C1CC(C(=O)N(c2ccccc2)C(C(=O)NC2CCCC2)c2ccncc2)CS1 (centres undefined) | -17 | 2.8%
FC(F)(F)c1nc2ccccc2nc1N/N=C/c1ccc(Cl)cc1 | 5 | -6.3%
CN(NS(=O)(=O)c1ccc(Cl)cc1)c1cnn(C)c(=O)c1Cl | 2 | 1.5%
COC(=O)c1ccccc1NC(=O)Nc1ccc2c(c1)OCO2 | 7 | 4.1%
O=C1C(C=NCc2ccccn2)=C(O)c2ccccc21 | x | -0.5%
Cc1ccc(C)c(NC(=O)COC(=O)Cc2ccsc2)c1 | 8 | -5.8%
CC1CCN(C(=O)CCNC(=O)Cn2cnc3sc4c(c3c2=O)CCCC4)CC1 | 10 | -3.7%
C=CCSC1=C(C#N)C(c2ccccc2C)CC(=O)N1 (centres undefined) | x | -4.8%
COc1cccc(CSc2nc3ccccc3cc2C=O)c1 | x | -3.9%
Cc1nnc(SC(C)C(=O)Nc2nccs2)s1 (centres undefined) | 5 | 4.2%
O=[N+]([O-])c1ccc(Sc2ncccn2)c([N+](=O)[O-])c1 | 0 | 2.4%
CN(C)CCNC(=O)/C(=C/c1ccc(-c2cccc(Cl)c2)o1)NC(=O)c1ccccc1 | -14 | -8.7%
